Source: PubChem BioAssay (National Center for Advancing Translational Sciences (NCATS))
Abeta rescue: A-beta toxicity reversal in yeast; yeast expressing A-beta42, growth rescue, OD600, 48 h; response scale: 0% DMSO, 100% iron-clioquinol control; Potency, µM (top dose mostly 46.1 µM), for the others: top-dose growth rescue, usual class: activators; 0.063% of 410,000 active; also: nearly all actives have a fitted effect of over 55% in size
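Yeast growth medium received pinned compounds, then yeast cells expressing toxic A-beta were added; plates incubated at 30 C for 48 hr. Growth read as absorbance at 600 nm, normalized to DMSO and equimolar FeCl3 plus clioquinol controls.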
FUS suppressor: suppressors of FUS proteinopathy in yeast. S. cerevisiae FUS-expressing, growth rescue, OD600, 24 h. Potency, µM (highest dose often 76.6 µM), without a hit: at the top dose growth rescue (activation), most hits filed as activators. 0.24% of 390,000 active;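 also: plate controls were DMSO vehicle for no effect and reference control for full effect; nearly all actives have a fitted effect of over 55% in size; some results filed as inactive show a strong effect at the top dose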
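S. cerevisiae expressing FUS from galactose induction served as the toxicity model. Growth after 24hr at 30C, read as absorbance at 600 nm, indicates suppression of toxicity; compounds dosed at several concentrations.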
* hit, by the source's call; u = inconclusive; [ ] = another dose, or the depositor's remark. Calls follow the shape of the dose curve; as a rule, active = well fitted activation curve with a large enough effect; inconclusive = small, poorly fitted or top-dose-only effect; inactive = no such curve, though single readings can be large or run the other way. Potency is read from the fitted curve at half-maximal effect. An excerpt. The share of hits here may be higher or lower than overall.

smiles,Abeta rescue,FUS suppressor
Cc1ccc(-c2noc(-c3ccccc3NC(=O)C3CC(=O)N(c4cccc(C)c4)C3)n2)cc1 (stereo not drawn),-13%,-24%
CCOC(=O)C1CCC(CN(Cc2ccc(OC)cc2)S(=O)(=O)c2ccc(C)cc2)CC1 (stereo not drawn),-10%,33%
COc1cc(OC)c(NC(=O)c2csc3c2CCC(C)C3)cc1Cl (stereo not drawn),-11%,11%
COc1ccccc1N1CCN(C(=O)CSc2nc3ccccc3nc2Cc2ccc(C)cc2)CC1,-4%,20%
Cc1cccc(-n2ncc(C(=O)NCc3ccco3)c2C2CCN(C(=O)OC(C)(C)C)CC2)c1,5%,u
CCCCn1nc(NC(=O)c2cccc(Cl)c2)c2cc3ccc(C)cc3nc21,-16%,-19%
COc1ccc(Cn2c(SCc3ccc(C(=O)NC(C)c4ccccc4)cc3)nc3cccnc32)cc1 (stereo not drawn),-9%,-4%
COc1cccc(C2c3c(oc4cc(C)cc(C)c4c3=O)C(=O)N2CCc2ccc(OC)c(OC)c2)c1 (stereo not drawn),0%,-29%
COc1cc(NC(=O)c2ccc(C)c(Cl)c2)ccc1NC(=O)c1cc2ccccc2o1,-3%,4%
CC(CNC(=O)Cn1ccc2cc(S(=O)(=O)N3CCCCC3)ccc21)c1ccccc1 (stereo not drawn),10%,39%
Cc1ccc(NC(=O)c2cnc3cc(C)ccn3c2=O)c(C)c1,-12%,-22%
CCOc1ccccc1NC(=O)c1cc2cc(C)ccc2n1C,3%,-26%
CCOC(=O)c1c(-c2ccccc2)csc1NC(=O)c1cc(-c2cccc(OC)c2)on1,-8%,-3%
CN(C)c1ccc(CN(Cc2ccco2)C(=O)c2ccc(F)cc2)cc1,1%,18%
Cc1ccc(S(=O)(=O)N2CCN(Cc3cc(Br)ccc3O)CC2)cc1,13%,17%
CC(=O)c1ccc(NC(=O)c2cnc(N3CCCC3)nc2C)cc1,-5%,-11%
Cc1ccc(Cl)cc1Nc1nn2c(=O)c3ccc(C(=O)NC4CCCCC4)cc3nc2s1,-2%,-30%
CCc1ccc2oc(C(=O)N(Cc3ccc(N(C)C)cc3)Cc3ccco3)c(C)c2c1,-31%[inhibitor],21%
CCOc1ccc(-c2cc(CCCC(=O)NCCc3ccc(Cl)cc3)no2)cc1,3%,-26%
CCOC(=O)c1c(NC(=O)C2c3ccccc3Oc3ccccc32)sc(C)c1CC,-2%,11%
COc1ccc(OCC(=O)NCc2ccc3c(c2)CCN3C(=O)c2ccccc2)cc1,-2%,37%
CC(C)COc1ccc(C2=NC(c3ccncc3)=Nc3ccc(F)cc3N2)cc1,-21%,-2%
Cn1c(=O)nc2n(-c3ccc(Cl)c(Cl)c3)c3cc(Cl)ccc3cc-2c1=O,-1%,-27%
CCOC(=O)COc1ccc(CC)cc1C(=O)c1ccn2nc(-c3ccccc3)cc2n1,-9%,21%
COC(=O)c1ccccc1NC(=O)Cn1cnc2sc(C)c(S(=O)(=O)N3CCC(C)CC3)c2c1=O,-5%,12%
Cc1ccc(NC(=O)C2CCN(S(=O)(=O)c3ccc4[nH]c5c(c4c3)CCCCC5)CC2)cc1,4%,-6%
Clc1ccc(Nc2nc(-c3ccccc3)c3cc(Cl)ccc3n2)cc1,-15%,-2%
CC(=O)N1CCOc2cc(S(=O)(=O)Nc3cccc(C(F)(F)F)c3)c(Cl)cc21,20%,u
COc1cccc(CC(=O)Nc2ccc3nc(Nc4cccc(C(F)(F)F)c4)cc(C)c3c2)c1,6%,44%
CCN(c1cc(C)cc(C)c1)S(=O)(=O)c1nnc(NC(=O)c2ccccc2C)s1,-2%,-12%

The results go on:
smiles,Abeta rescue,FUS suppressor
COc1ccc(-n2nc(C(=O)N3CCN(c4ccccc4OC)CC3)c3c4ccccc4n(C)c3c2=O)cc1Cl,-15%,-7%
Cc1cccc(C)c1NC(=O)c1cc2sccc2n1Cc1ccc(F)cc1,-7%,-7%
CCc1cccc(NC(=O)CN(C)S(=O)(=O)c2ccc3c(c2)n(C)c(=O)c(=O)n3C)c1,10%,0%
COc1ccc(CCNC(=O)c2cc(-c3ccc(C)c(C)c3)nc3ccccc23)cc1OC,-23%,u
COc1cccc(Cn2c(CNC(=O)c3cc([N+](=O)[O-])ccc3Cl)nc3cccnc32)c1,3%,1%
CCc1ccc(NC(=O)Cn2c(=O)n(CCC(=O)NCc3ccc4c(c3)OCO4)c(=O)c3ccccc32)cc1,-6%,-3%
O=C(Cc1ccccc1)Nc1sc2c(c1C(=O)Nc1ccccc1)CCCCC2,-16%,u
COc1cccc(OCc2cc(=O)n3c(-c4ccccc4)csc3n2)c1,-10%,19%
COc1ccc(C2c3c(n(C)c4ccccc34)C(=O)N2CC(=O)Nc2ccc(F)cc2)cc1 (stereo not drawn),-4%,17%
CC1=C(c2ccc(C)c(C)c2)S(=O)(=O)N=C1N1CCC(C(=O)N2CCC(C)CC2)CC1,1%,-9%
Cc1ccc(C)n1-c1nnc(N2CCCC(C(=O)Nc3ccccc3Br)C2)s1 (stereo not drawn),-15%,37%
CCOC(=O)CNC(=O)c1cc2c(=O)n(CC)c3ccccc3c2s1,-8%,-22%
CC(C)(C)c1ccc(OCC(=O)Nc2c(C(=O)c3ccc(F)cc3)oc3ccccc23)cc1,5%,-24%
CCNC(=O)c1ccc2nc(CCc3ccccc3)oc2c1,-7%,0%
COc1ccc(-c2nc(SCC(=O)NC3CCCC3)c(-c3ccc(F)cc3)[nH]2)cc1OC,-12%,19%
Cc1ccc2c(=O)cc(C(=O)Nc3sc4c(c3C(=O)NCc3ccco3)CCC4)oc2c1,-22%,16%
CSc1cccc(NC(=O)Cn2c(=O)n(Cc3ccccc3)c(=O)c3sc4ccccc4c32)c1,2%,-28%
O=C(c1cnc2c(c1)COc1ccccc1-2)c1ccccc1O,0%,28%
Cc1cc(C)cc(-n2ccn(Cc3ccc(F)cc3)c(=O)c2=O)c1,3%,-3%
Cc1ccc(C(=O)N2CCN(c3ccccc3)CC2)cc1NC(=O)c1nsc2ccccc12,0%,4%
CCc1ccc(NC(=O)c2ccc3c(O)c(S(=O)(=O)c4ccc(Cl)cc4)c(=O)[nH]c3c2)cc1,-3%,-4%
COc1cc(C(=O)Nc2cc(C)c(O)c(-c3nc4ccccc4s3)c2)cc(OC)c1OC,-21%,3%
O=C(Nc1ccc(F)c(F)c1)C(c1ccccc1)N1Cc2ccccc2C1=O (stereo not drawn),u,14%
COc1cc2[nH]c(=O)n(CCCC(=O)NCc3ccccc3)c(=O)c2cc1OC,-19%,-2%
Cc1ccc(-n2ncc(C(=O)NCc3cccs3)c2C2CCN(C(=O)OC(C)(C)C)CC2)c(C)c1,4%,u
COc1ccc(OC)c(NC(=O)c2c(NCc3cccs3)sc3c2CCCCC3)c1,8%,u
CCCNC(=O)Cn1nc(C)c2c(C)n(-c3ccccc3)nc2c1=O,-25%,-9%
CCCC(CCC)C(=O)Nc1cc(-c2cn3cccnc3n2)ccc1OC,-11%,1%
COc1ccc(NC(=O)Nc2nnc(C)s2)cc1,-20%,-15%
CCN(CC)CCCNC(=O)c1ccc(Cn2c(=O)[nH]c3cc(OC)c(OC)cc3c2=O)cc1,-19%,-25%

Continued.
smiles,Abeta rescue,FUS suppressor
Cc1cccc(-c2noc(-c3ccc(NC4CCCC4)c([N+](=O)[O-])c3)n2)c1,-19%,-3%
COc1ccc(/C=C(/C#N)c2nc(-c3ccc(-c4ccccc4)cc3)cs2)cc1OC,-14%,20%
CCOC(=O)CNC(=O)CSc1cn(CC(=O)N2CCCCCC2)c2ccccc12,6%,28%
CSc1ccc(CCNC(=O)CCc2c(C)nc3c(c(C)nn3-c3ccc(C)c(C)c3)c2C)cc1,-2%,2%
O=S(=O)(c1ccccc1)c1nc(-c2cccs2)oc1SCc1ccccc1Cl,0%,0%
Cc1ccc(-n2ncc3c(=O)n(Cc4cccc(C(F)(F)F)c4)cnc32)cc1C,-8%,6%
CCS(=O)(=O)N1CCc2cc(C(=O)Nc3ccc(OC)c(Cl)c3)ccc21,0%,16%
COc1ccc(NC(=O)C(CC(C)C)NS(=O)(=O)c2ccc3c(c2)oc(=O)n3C)cc1Cl (stereo not drawn),-25%,2%
O=C(COc1ccc(Cl)cc1)NCC(c1ccco1)S(=O)(=O)c1ccc(F)cc1 (stereo not drawn),7%,21%
CCC(C)n1c(=O)c2sccc2n2c(CCCC(=O)NCc3ccccc3Cl)nnc12 (stereo not drawn),6%,-21%
CCC1CCCCN1S(=O)(=O)c1ccc(NC(=O)c2cc(=O)c3c(C)cc(C)cc3o2)cc1 (stereo not drawn),-11%,-29%
Cc1ccc(CNC(=O)c2cccc(NC(=O)N3CCSc4ncccc43)c2)cc1,-13%,5%
Cc1sc2ncn(CC(=O)N3CCN(c4ccc(Cl)cc4)CC3)c(=O)c2c1S(=O)(=O)N1CCN(c2ncccn2)CC1,-1%,u
CCN1C(=O)c2ccccc2Sc2ccc(NC(=O)Cc3ccc(OC)c(OC)c3)cc21,-14%,u
COC(=O)c1ccc(NC(=O)c2nn(C)c3c2COc2ccccc2-3)cc1,-8%,11%
CCN(CC)c1ccc(NC(=O)c2cc(C)nc3c2c(C)nn3-c2cccc(F)c2)c(C)c1,-5%,-6%
COc1ccc(C(=O)c2oc3ccccc3c2NC(=O)COc2ccccc2)cc1,0%,-14%
CC(C)CC(=O)Nc1ccc(C(=O)OCc2cc(=O)n3nc(C(C)C)sc3n2)cc1,-11%,-2%
O=C(Nc1nnc(S(=O)(=O)N2CCc3ccccc32)s1)c1cccc(Cl)c1,-5%,12%
COc1ccc(C(=O)Nc2cc3cc(Cl)ccc3oc2=O)cc1OC,-4%,-20%
CSc1ccc(CCNC(=O)CCc2c(C)nc3c4cccnc4nn3c2C)cc1,0%,-4%
Cc1cn2c(=O)cc(COC(=O)c3ccc(NC(=O)c4ccccc4C)cc3)nc2s1,-3%,-13%
CC(C)c1cccc(C(C)C)c1NC1=NS(=O)(=O)c2ccccc21,-23%,-14%
COc1ccc(-c2nc(Cn3c(SCc4cccc(C(F)(F)F)c4)nc4cccnc43)c(C)o2)cc1OC,u,u
Cc1cccc(N2CCN(C(=O)Cn3c(=O)c4cccn4c4ccc(F)cc43)CC2)c1C,-27%,2%
CCc1ccc(S(=O)(=O)NCc2ccc3c(c2)CCN3C(=O)c2ccc(C)cc2)cc1,1%,28%
Cc1ccc(O)c(NC(=O)c2cc(-c3ccccc3O)no2)c1,-18%,19%
CCc1nnc(SCc2nc(-c3ccc(OC)cc3)oc2C)c2cc3sccc3n12,-20%,8%
Cc1ccc(OCC(=O)Nc2ccc3[nH]c(=O)sc3c2)cc1,-15%,-19%
COc1ccc(CNC(=O)c2ccc(CS(=O)(=O)c3ccccc3OC)o2)cc1,8%,17%

Looked up one by one from above (five):
smiles,Abeta rescue,FUS suppressor
O=C(Nc1nnc(S(=O)(=O)N2CCc3ccccc32)s1)c1cccc(Cl)c1,-5%,12%
Cc1cccc(-c2noc(-c3ccc(NC4CCCC4)c([N+](=O)[O-])c3)n2)c1,-19%,-3%
COc1ccc(C(=O)Nc2cc3cc(Cl)ccc3oc2=O)cc1OC,-4%,-20%
Cc1cccc(N2CCN(C(=O)Cn3c(=O)c4cccn4c4ccc(F)cc43)CC2)c1C,-27%,2%
CCc1nnc(SCc2nc(-c3ccc(OC)cc3)oc2C)c2cc3sccc3n12,-20%,8%

More records.
smiles,Abeta rescue,FUS suppressor
COc1ccccc1C1C=C(c2ccc(C(C)C)cc2)Nc2nnnn21 (stereo not drawn),-2%,12%
Cc1ccc(C2c3[nH]c4ccccc4c3CCN2C(=O)c2ccccc2Br)cc1 (stereo not drawn),-1%,25%
CC1CCN(c2nc3c(S(=O)(=O)c4ccccc4)nnn3c3ccc(Cl)cc23)CC1,-2%,-18%
CC1=C(c2ccc(C)cc2)S(=O)(=O)NC1=NCc1cccc(F)c1,-2%,-4%
Cc1ccc(C)c(CN2C(=O)c3ccccc3Sc3ccc(C(=O)NCCCOC(C)C)cc32)c1,11%,u
CCC1(C)CC(=O)c2c(ccc3oc(C(=O)NCc4ccccc4)c(C)c23)O1 (stereo not drawn),-9%,13%
O=C(NCCCN1CCCCC1)c1ccc2c(c1)sc1nc(-c3ccc(F)cc3)cn12,-25%,-4%
Cc1cccc(NC(=O)CCn2cnnn2)c1C,5%,-15%
COc1ccc(NC(=O)C(Cc2ccccc2)NS(=O)(=O)c2ccc(Br)s2)cc1OC (stereo not drawn),-5%,-9%
COc1ccc(-n2c(=O)c3c(c4cc(OC)ccc4n3C)n(CCC(C)C)c2=O)cc1,-9%,-1%

A few values from the results shown:
Reading for O=C(NCCCN1CCCCC1)c1ccc2c(c1)sc1nc(-c3ccc(F)cc3)cn12 under FUS suppressor: -4%
Reading for CCC1(C)CC(=O)c2c(ccc3oc(C(=O)NCc4ccccc4)c(C)c23)O1 (stereo not drawn) under Abeta rescue: -9%
Reading for Cc1cccc(NC(=O)CCn2cnnn2)c1C under Abeta rescue: 5%
